# Screens from PubChem BioAssay.
# C-LANA FP = blocks KSHV LANA C-terminal domain binding to DNA; MBP-C-LANA/FAM-LBS DNA binding, fluorescence polarization; inhibition, % at 9 µM; 0.078% of 340,000 active;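 active = highest replicate inhibition at or above 60% at 9 µM, even if other replicates fall short; inactive = all replicates below 60% inhibition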;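 also: 0% = neutral control wells and 100% = 4 µM acridine orange control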
# V-ATPase pHluor = alters yeast V-ATPase proton transport; S. cerevisiae, pHLuorin cytosolic pH fluorescence; response, % at 10 µM; 0.37% of 350,000 active; AID 504577; in the data active = response mostly above about 7.3%, no sharp cut-off; inactive = mostly below about 5.4%; also: actives read high; inactives centre near 0; some compounds called inactive have numbers as strong as hits; reference of the scale not given here
# CAL PDZ FP-1 = blocks peptide binding to human CAL PDZ domain | inhibition, % at 20 µM | purified CAL PDZ, TMR-peptide fluorescence polarization, 1 h | 0.02% of 330,000 active | Q9HD26 | AID 504414;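 active = highest replicate inhibition of at least 40%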;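 also: plate controls were DMSO neutral control wells for no effect and unlabeled competitor peptide control wells for full effect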
#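 Material: tagged CAL PDZ domain; buffer or medium: 25 mM sodium phosphate pH 7.4, 150 mM NaCl, TCEP, IgG, Thesit; compound dosing: single point, 20 µM; schedule: 1 h incubation at room temperature before polarization reading; measured by: FP readout, S and P plane fluorescence; read-out basis: percent inhibition from loss of millipolarization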
# DAGLB inh = diacylglycerol lipase beta (human) inhibition | Q8NCG7 | HEK293T DAGLB membrane lysate, EnzChek fluorogenic substrate | inhibition, % at 5.17 µM | 0.059% of 340,000 active; in the data active = inhibition above about 34%;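 also: 0% = enzyme with vehicle and 100% = wells lacking enzyme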
# DSG3 Ab inh = human desmoglein-3 autoantibody binding inhibition; DSG3-coupled beads, scFv-anti-DSG3-GFP binding, flow cytometry; active compounds read low; binding (percent of control), % at 10 µM; 0.48% of 310,000 active; AID 588358;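 active = binding more than 3 SD below its plate's average and above zero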;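 also: hits lower antibody fragment binding to DSG3; some compounds called inactive have numbers as strong as hits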
# Target sequence (P32926 whole entry, looked up, the tested form may be a part): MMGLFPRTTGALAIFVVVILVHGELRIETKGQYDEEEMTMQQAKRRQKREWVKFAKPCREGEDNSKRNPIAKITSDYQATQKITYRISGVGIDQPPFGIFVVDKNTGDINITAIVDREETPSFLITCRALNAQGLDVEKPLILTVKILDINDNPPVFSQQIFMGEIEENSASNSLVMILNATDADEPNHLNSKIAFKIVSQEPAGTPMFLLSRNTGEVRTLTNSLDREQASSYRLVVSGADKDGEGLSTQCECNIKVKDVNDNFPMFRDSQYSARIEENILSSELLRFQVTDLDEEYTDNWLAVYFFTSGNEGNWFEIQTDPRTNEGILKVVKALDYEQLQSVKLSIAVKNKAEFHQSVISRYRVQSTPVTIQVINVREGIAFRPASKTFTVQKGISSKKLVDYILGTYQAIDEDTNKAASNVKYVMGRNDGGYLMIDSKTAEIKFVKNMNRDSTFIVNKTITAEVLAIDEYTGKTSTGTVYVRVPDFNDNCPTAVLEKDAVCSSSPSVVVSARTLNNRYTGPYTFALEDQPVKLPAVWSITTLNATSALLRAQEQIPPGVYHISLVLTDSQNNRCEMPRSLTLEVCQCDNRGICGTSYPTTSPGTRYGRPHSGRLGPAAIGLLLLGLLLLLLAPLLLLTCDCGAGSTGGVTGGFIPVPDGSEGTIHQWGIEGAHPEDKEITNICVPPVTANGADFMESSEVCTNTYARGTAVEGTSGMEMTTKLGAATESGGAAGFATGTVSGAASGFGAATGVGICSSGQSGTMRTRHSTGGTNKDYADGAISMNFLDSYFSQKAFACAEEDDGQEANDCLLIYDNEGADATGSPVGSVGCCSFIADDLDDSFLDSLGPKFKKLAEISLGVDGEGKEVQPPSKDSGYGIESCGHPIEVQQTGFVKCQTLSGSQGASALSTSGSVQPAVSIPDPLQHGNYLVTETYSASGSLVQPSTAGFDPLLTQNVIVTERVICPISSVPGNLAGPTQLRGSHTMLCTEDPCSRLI
# NSD2 HMT inh = inhibitors of human histone methyltransferase NSD2; NSD2 peptide methylation, AlphaScreen, 120 min; inhibition, % at 12.5 µM; 0.54% of 310,000 active; AID 743445; in the data active = inhibition above about 50%
# Arr AP2 block = blocks beta-arrestin peptide binding to AP2 adaptin; FITC-arrestin peptide / GST-AP2 beads, flow cytometry; AP2 beta2 appendage carries R879A mutation; AID 504490; inhibition, % at 10 µM; 0.31% of 340,000 active;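 active = inhibition above a set limit, near 3 SD of compounds lacking own fluorescence, cut at about 54% in these data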;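 also: plate controls were DMSO wells for no effect and 5 µM unlabelled arrestin peptide for full effect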
#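 System: GST-AP2 R879A glutathione beads | Also added: FITC-arrestin peptide, 50 nM | Times: 12 min plus 1 h, RT | Signal: Bead flow cytometry, FITC channel | Buffer or medium: PBS with 0.05% Tween 20 and 0.1% BSA | Read-out basis: Percent drop in bead-associated FITC signal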
# Keap1-Nrf2 PPI = inhibitors of human Keap1-Nrf2 protein-protein interaction; AID 504523; Keap1 Kelch-Nrf2 peptide fluorescence polarization, 1536-well; inhibition, % at 9.4 µM; 0.15% of 340,000 active; in the data active = inhibition above about 12%;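 also: human Keap1 Kelch domain with fluorescein labeled Nrf2 9mer peptide probe; 0% = neutral control wells and 100% = peptide positive control; higher means more block of Keap1 binding to Nrf2 peptide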
# Cardiac RTF inh = cardiac RTF calcium desensitization | IANBD-labeled cardiac RTF, Ca2+ fluorescence | P19429+P45379 | AID 493244 | inhibition, % at 7.15 µM | 0.12% of 340,000 active;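 active = inhibition above the mean inhibition of all tested compounds plus 3 SD, cut at about 17% in these data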;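 also: assay run at fixed EC70 calcium of 1.6 mM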
# CAL PDZ FP-2 = inhibitors of human CAL PDZ peptide binding; Q9HD26; purified CAL PDZ, TMR-peptide fluorescence polarization, 1 h; inhibition, % at 24.9 µM; 0.92% of 300,000 active; AID 602252;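 active = mean inhibition of at least 30% with at least half of replicates also reaching 30%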;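 also: 0% = DMSO neutral control and 100% = excess unlabeled competitor peptide PRC23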
# * = called active by the depositor; x = not tested or not shown. Not all compounds are listed (hit frequency here may not be typical).
SMILES,C-LANA FP,V-ATPase pHluor,CAL PDZ FP-1,DAGLB inh,DSG3 Ab inh,NSD2 HMT inh,Arr AP2 block,Keap1-Nrf2 PPI,Cardiac RTF inh,CAL PDZ FP-2
O=C(NC(Cc1cnc[nH]1)C(=O)O)c1ccccc1 (stereo not drawn),-0.1,1,-1.8,0,88,-2,8,-8,-3,-7
COC(=O)C1=C(c2cccc(OCc3ccccc3)c2)C[C@@H]2CC[C@H]1N2C(=O)NCc1ccccc1OC,4.2,-4,0.1,-2,101,x,-2,-1,-6,-1
Cn1cc(C=O)c2nccnc21,x,1,x,-3,104,2,x,x,x,x
C=C[C@H]1CN2CC[C@H]1C[C@H]2[C@H](O)c1ccnc2ccccc12,-1.3,1,-0.4,2,123,x,2,1,0,1
Cc1cc(C(=O)OCC(=O)Nc2c(F)cccc2F)c(C)n1C1CC1,0.7,-3,-0.7,2,103,-3,5,-4,-9,x
Cn1cc(C(=O)NCc2ccccc2)c2ccccc21,0.4,-2,0.3,-2,115,1,-37,-1,-5,-2
O=C(C[N+]12CCN(CC1)CC2)NCCc1ccc(Cl)cc1Cl,0.6,0,0.1,0,102,-1,5,-1,-4,-1
COC(=O)C1=C(c2ccc3ccccc3c2)C[C@@H]2CC[C@H]1N2C(=O)N1CCCC1,-0.8,0,-0.3,-5,104,x,4,-3,7,-2
COc1ccccc1OCCCn1cc(C(=O)c2ccco2)c2ccccc21,0.9,4,-2.0,-5,x,-6,1,0,-4,-3
C/C(=N\N1CCCCC1c1cccnc1)c1c(O)n(C2CCCCC2)c(=S)[nH]c1=O (stereo not drawn),-6.5,-1,-4.8,2,x,0,-12,-45,-26,-7
CCCCOC(=O)c1ccccc1N,0.9,1,-0.8,0,104,x,21,5,-5,-2
O=C(COc1ccc(Cl)cc1)N1CCN(Cc2ccccc2)CC1,-0.4,4,-1.0,-3,103,-1,3,-4,-13,-4
CC12CCCCC1=[N+]([O-])CN2O (stereo not drawn),0.0,-2,-0.6,-1,x,-7,-7,3,-39,-3
O=C(CN1CCOCC1)c1ccc2cc[nH]c2c1,1.3,-5,-0.2,3,95,x,-2,6,-6,x
CN1C(=O)NC(=O)C(C)(C2=CCCCC2)C1=O (stereo not drawn),0.0,-5,1.0,0,103,x,-5,0,-1,-1
COC(=O)C1=C(c2ccc(OCc3ccccc3)cc2)C[C@@H]2CC[C@H]1N2C(=O)NCc1ccc([N+](=O)[O-])cc1,-1.0,-1,0.5,-2,104,x,-3,-6,-10,-2
CC(C)CN1CCN(Cc2c(F)cccc2Cl)CC1CCO (stereo not drawn),-0.7,0,-2.5,-4,96,x,1,-5,-8,-8
CN(C(=O)Oc1cccc2ccccc12)C1C=CCC1 (stereo not drawn),-1.4,7,0.3,-11,97,4,3,-5,-7,-2
Clc1ccc(C(OCCN2CCCCC2)c2ccccc2)cc1 (stereo not drawn),0.8,1,-0.5,1,120,x,4,-5,-11,-2
CCc1ccc(/C=C(/C#N)C(N)=S)cc1,0.2,-2,-2.5,5,123,2,-9,0,0,0
CCN(CC)c1ccc(/C=C/[N+](=O)[O-])cc1,-4.4,3,-2.7,-15,222,7,22,-60,-25,3
COC(=O)C1=C(c2ccc3ccccc3c2)C[C@@H]2CC[C@H]1N2C(=O)NCCO,-1.2,3,-0.7,-2,104,x,25,1,1,-1
O=C(COC(=O)Cc1ccccc1)Nc1ncc(Cl)cc1Cl,-1.1,0,-1.9,0,x,4,5,-6,0,5
CCCCC(=O)C1C(=O)NC(=O)NC1=O,0.3,0,-1.1,-2,101,-6,-5,1,-7,-4
CC12CCC3C(CC=C4CC5(CCC43C)OCCO5)C1CCC2=O (stereo not drawn),-0.6,0,-0.1,-2,106,-1,-10,-6,-6,-3
CC(=O)c1c(C)n(Cc2ccccc2)c2ccc(O)cc12,1.2,3,-0.7,1,104,2,5,1,2,0
O=C(CF)N(O)c1ccc(C=Cc2ccccc2)cc1,-0.7,11,-1.7,3,88,-5,4,0,-3,-10
c1ccc2c(c1)cc1ccc3cccc4ccc2c1c34,1.2,-6,1.6,-3,88,-31,57*,0,-8,x
Cc1nn(Cc2ccccc2)c(C)c1C(=O)OCC(=O)Nc1ccccc1SCC#N,-1.4,-2,-2.6,-3,120,7,-4,-11,-7,0
c1ccc(CNC2CN3CCC2CC3)cc1 (stereo not drawn),0.4,-2,-0.3,5,117,-3,4,-2,8,2
CN(C)c1ccc(C(=O)c2ccc(N(C)C)cc2)cc1,-0.7,4,0.5,0,94,5,5,7,-4,x
Nc1cccc(SC2CC(=O)N(c3ccc(Cl)cc3C(=O)c3ccccc3)C2=O)c1 (stereo not drawn),x,-2,x,-2,105,-2,x,x,x,x
C=CCC1(Cc2ccsc2)C(=O)NC(=O)NC1=O,0.5,-1,-0.5,-1,x,-1,-2,-2,0,-2
CC(=O)N(C1=NCCCS1)c1ccccc1F,0.2,0,-0.6,-1,105,0,-2,-2,-5,0
COC12CCC3(CC1C(C)(O)C(C)(C)C)[C@H]1Cc4ccc(O)c5c4[C@@]3(CCN1CC1CC1)C2O5 (stereo partly drawn),-1.9,2,0.2,-4,100,x,15,-1,1,1
CC(Cc1ccccc1)NC(=O)Cc1ccc([N+](=O)[O-])cc1 (stereo not drawn),0.7,2,0.7,-3,104,1,18,-1,-9,30*

# Single records, from the list above. Order of screens: C-LANA FP, V-ATPase pHluor, CAL PDZ FP-1, DAGLB inh, DSG3 Ab inh, NSD2 HMT inh, Arr AP2 block, Keap1-Nrf2 PPI, Cardiac RTF inh, CAL PDZ FP-2
# C=CCC1(Cc2ccsc2)C(=O)NC(=O)NC1=O reads 0.5, -1, -0.5, -1, x, -1, -2, -2, 0, -2
# c1ccc(CNC2CN3CCC2CC3)cc1 (stereo not drawn) reads 0.4, -2, -0.3, 5, 117, -3, 4, -2, 8, 2
# CN(C)c1ccc(C(=O)c2ccc(N(C)C)cc2)cc1 reads -0.7, 4, 0.5, 0, 94, 5, 5, 7, -4, x

# (further entries)
SMILES,C-LANA FP,V-ATPase pHluor,CAL PDZ FP-1,DAGLB inh,DSG3 Ab inh,NSD2 HMT inh,Arr AP2 block,Keap1-Nrf2 PPI,Cardiac RTF inh,CAL PDZ FP-2
Cc1ccc(S(=O)(=O)CC(C)(O)C(=O)Nc2cccc(C(F)(F)F)c2)cc1 (stereo not drawn),-0.2,10,-2.3,-1,100,-9,39,0,-5,x
COc1ccc(CCN)cc1OC,2.5,-2,0.9,-1,107,x,-2,-2,1,2
Cc1ccc(C2=NC(C)(C)N3C2C3c2ccc([N+](=O)[O-])cc2)cc1 (stereo not drawn),2.2,-3,0.1,-5,107,5,1,0,2,-4
Cc1ccccc1-n1c(O)c(/C=N/Nc2nc3c(c(=O)n(C)c(=O)n3C)n2C)c(=O)[nH]c1=S,0.3,-2,-0.1,3,99,-1,-22,6,-2,-1
CC(=O)c1cccc(OCC(O)CN2CC=C(c3ccccc3)CC2)c1 (stereo not drawn),-1.2,2,-1.1,0,96,x,-1,0,-5,-2
FC(F)(F)c1ccccc1N1CC1c1ccncc1 (stereo not drawn),-0.9,0,-3.2,-3,106,-2,2,-2,-9,-4
C=CCn1c(O)c(/C=N/N2CCOCC2)c(=O)[nH]c1=S,-1.9,0,-1.5,-3,103,-2,11,-3,5,-2
COc1cc(C2SCC(=O)Nc3c2c(=O)[nH]n3C2CCCCCC2)cc(OC)c1OC (stereo not drawn),-0.2,-7,-1.5,-1,x,-1,25,-3,1,-2
CC(=O)O[C@H]1C(=O)[C@@]2(C)C([C@H](OC(=O)c3ccccc3)[C@]3(O)C[C@H](O)C(C)=C1C3(C)C)[C@]1(OC(C)=O)CO[C@@H]1C[C@H]2O (stereo partly drawn),1.6,2,0.1,1,96,x,-4,4,-5,-1
Cc1cc(OCC(=O)NCC(O)c2ccccc2)c2c3c(c(=O)oc2c1)CCCC3 (stereo not drawn),0.0,0,-0.4,-1,105,-2,0,-1,-5,x
COCCCn1c(N)c(C(=O)NCc2ccco2)c2nc3ccccc3nc21,2.3,8,-0.6,x,92,0,10,-4,x,x
CN1CCN(c2c(F)cc([N+](=O)[O-])c(N)c2Br)CC1,-0.4,2,1.9,-1,90,15,2,1,3,0
CCOc1ccc(-n2c(CC)nc3ccccc3c2=O)cc1,1.4,-4,0.1,0,99,x,4,-3,-6,x
CCN(CC)c1ccccc1,-0.6,7,-0.3,1,103,x,21,0,6,13
Cc1cc(N2C(=O)C3CCCN3C2c2sccc2C)no1 (stereo not drawn),1.1,2,-1.0,-3,x,-1,8,-6,-9,-4
CNC(=S)N1CCN(CCN=Cc2c(O)n(-c3ccc(C)cc3)c(=S)[nH]c2=O)CC1,-2.1,-5,-0.9,0,101,2,29,6,-9,-5
CCCNC(=O)N1CCC2(CC1)OCCO2,-0.2,6,-1.3,0,100,-2,26,0,-5,3
Cc1c2cnn(CC(=O)N3CCC4(CC3)OCCO4)c(=O)c2c(C)n1Cc1ccc(F)cc1,0.4,3,0.0,-2,110,5,11,-4,-6,-5
CCCCn1c(N)c(C(=O)OCCOC)c2nc3ccccc3nc21,x,-1,x,x,110,20,13,x,x,x
CCCCn1c(O)c(C(CC)=NCCCn2ccnc2)c(=O)[nH]c1=O,x,1,x,x,105,-2,39,x,x,x
O=c1[nH]c(O)c(N=Nc2cc([N+](=O)[O-])ccc2O)c(=O)[nH]1,-1.8,-6,-2.9,8,98,9,4,1,2,0
O=C(/C=C/c1ccc(F)cc1)NC(=S)N1C[C@H]2C[C@H](C1)c1cccc(=O)n1C2,0.2,5,1.6,-3,100,x,12,-4,1,-1
COc1ccc2c3c1O[C@H]1C(=O)CC[C@H]4[C@@H](C2)N(C)CC[C@]314,-1.3,4,-2.4,-2,100,x,5,-2,-8,-1
C[N+]1(C)C2CC[C@H]1CC(OC(=O)C(CO)c1ccccc1)C2 (stereo partly drawn),3.9,-3,-0.2,0,111,x,-5,-8,5,1
O=C(Nc1ccccc1)c1cc([N+](=O)[O-])ccc1N1CCNCC1,-1.0,0,-1.5,2,102,-4,7,-6,-9,2
COC(=O)C1=C(c2ccc(OC(F)(F)F)cc2)C[C@@H]2CC[C@H]1N2C(=O)N1CCCC1,0.8,2,-1.2,-4,91,x,5,-2,-8,-4
C[N+](C)(C)CC1CCCC(C[N+](C)(C)C)C1=O (stereo not drawn),-0.4,17,-0.1,-1,x,7,-3,-2,-2,1
COc1ccc(N2C(=O)/C(=C/c3cccs3)C(=O)NC2=S)cc1,0.5,0,-0.4,-1,108,7,23,3,1,-1
O=c1[nH]c(=O)n(-c2cccc3ccccc23)c(O)c1/C=N/N1CCCCC1c1cccnc1 (stereo not drawn),-0.9,1,-1.8,-2,88,0,15,-15,-6,-1
COC(=O)C1=C(c2ccccc2OCc2ccccc2)C[C@@H]2CC[C@H]1N2C(=O)NCCN1CCOCC1,0.3,-5,-0.9,1,x,x,-2,-6,6,-2
